High-throughput results deposited in PubChem BioAssay by National Center for Advancing Translational Sciences (NCATS).
Tb PFK block = inhibitors of T. brucei phosphofructokinase. O15648. T. brucei PFK, ADP-Glo luminescence. Potency, µM (highest dose often 57.5 µM), for the others: at the highest dose activity, negative = inhibition, hits mostly inhibitors. actives 0.17% (n = 330,000). AID 485367;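 note: potency is the fitted concentration of half-maximal effect; 0% = uninhibited 1x PFK enzyme wells and -100% = no-enzyme wells; nearly all actives have a fitted effect of over 60% in size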
Target sequence (O15648 whole entry, looked up): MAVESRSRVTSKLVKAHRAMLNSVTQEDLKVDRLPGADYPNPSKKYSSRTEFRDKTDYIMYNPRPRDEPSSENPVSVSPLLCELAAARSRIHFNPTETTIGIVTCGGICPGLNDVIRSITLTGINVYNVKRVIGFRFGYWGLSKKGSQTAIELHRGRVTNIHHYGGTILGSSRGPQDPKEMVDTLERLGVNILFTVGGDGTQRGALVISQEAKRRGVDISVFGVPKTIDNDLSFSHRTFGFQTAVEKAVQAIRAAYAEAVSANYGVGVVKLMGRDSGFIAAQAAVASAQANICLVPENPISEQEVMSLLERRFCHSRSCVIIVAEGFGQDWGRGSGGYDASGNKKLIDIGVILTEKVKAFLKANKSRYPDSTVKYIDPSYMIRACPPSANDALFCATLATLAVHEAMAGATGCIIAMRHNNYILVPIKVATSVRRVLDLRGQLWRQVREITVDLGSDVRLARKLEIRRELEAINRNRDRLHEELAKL
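1.25 nM PFK with 0.5 mM F6P and 0.1 mM ATP in 0.1 M TEA pH 8.0, 5 mM MgCl2, incubated 45 min at room temperature; ADP measured by ADP-Glo luminescence; compounds titrated up to 57 uM.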
Gal4-VP16 FLuc = inhibits Gal4-VP16 luciferase reporter, ROR gamma counter-screen; Drosophila S2 Gal4-VP16 UAS-luciferase, luminescence, 20 h; Potency, µM (titrated, usually from 53.6 µM), inactives show at the highest dose activity, negative = inhibition, most hits filed as inhibitors; actives 3.5% (n = 310,000); AID 2546;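 note: Gal4-VP16 expression switched on by copper sulfate through the metallothionein promoter; potency is the fitted concentration of half-maximal effect; % is set by controls: 0 for no effect and ±100 for the full control effect; nearly all actives have a fitted effect of over 50% in size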
BRCA1 expr up = increases BRCA1 expression | MCF7-BRCA1-FFLuc reporter, luminescence, 48 h; response scale: scaled: vehicle 0%, 10 µM genistein 100% | Potency, µM (series often up to 46.1 µM), without a hit: at the highest dose activation, most hits filed as activators | actives 1.1% (n = 380,000) | AID 624202; note: potency is the fitted concentration of half-maximal effect; nearly all actives have a fitted effect of over 80% in size; some results filed as inactive show a strong effect at the top dose
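48 h compound treatment of MCF7-BRCA1-FFLuc cells (phenol-red free MEM, 37 °C), then 15 min with luciferase substrate and luminescence imaging.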
FLuc counter = inhibits or activates purified firefly luciferase, miR-21 counter-screen | purified FLuc, Km substrates, luminescence inhibition | P08659 | Potency, µM (series often up to 57.5 µM), without a hit: at the highest dose activity change, negative = inhibition, usual class: inhibitors | actives 6.9% (n = 360,000) | AID 588342;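 note: potency is the fitted concentration of half-maximal effect; plate controls were vehicle for no effect and reference inhibitor for full effect; nearly all actives have a fitted effect of over 55% in size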
Target sequence (P08659 whole entry, looked up): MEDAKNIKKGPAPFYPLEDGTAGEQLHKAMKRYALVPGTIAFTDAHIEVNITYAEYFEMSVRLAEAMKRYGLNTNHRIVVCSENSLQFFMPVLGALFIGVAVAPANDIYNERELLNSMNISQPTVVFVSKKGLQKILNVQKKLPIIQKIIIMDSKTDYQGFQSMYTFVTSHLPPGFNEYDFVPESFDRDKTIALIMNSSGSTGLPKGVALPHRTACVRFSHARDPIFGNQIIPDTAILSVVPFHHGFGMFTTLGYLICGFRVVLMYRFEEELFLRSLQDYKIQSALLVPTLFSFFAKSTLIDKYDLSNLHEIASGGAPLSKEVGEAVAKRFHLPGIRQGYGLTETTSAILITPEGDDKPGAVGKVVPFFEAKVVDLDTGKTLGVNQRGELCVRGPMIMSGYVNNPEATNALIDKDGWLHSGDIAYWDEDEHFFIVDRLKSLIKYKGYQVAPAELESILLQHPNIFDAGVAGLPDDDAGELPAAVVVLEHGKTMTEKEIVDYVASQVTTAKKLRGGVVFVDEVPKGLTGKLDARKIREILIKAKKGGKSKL
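Purified P. pyralis luciferase, 10 nM final, with Km-level 10 uM D-luciferin and 10 uM ATP in 50 mM Tris acetate pH 7.5, 10 mM Mg acetate, 0.01% Tween-20, 0.05% BSA; 6-point qHTS titration about 60 µM downward; luminescence read.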
p53 reactivation = mutant p53 re-activation in reporter cells; actives 0.063% (n = 320,000); Potency, µM (series often up to 92.2 µM), for the others: at the top dose activity change, positive = activation, most hits filed as activators; H1299 p53-A138V BP100-luciferase reporter, luminescence, 24 h; note: potency is the fitted concentration of half-maximal effect; % of control where 0% means no effect; nearly all actives have a fitted effect of over 45% in size
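H1299 (p53-null), stable ts p53-A138V + BP100-Luc; 1000 cells/well, Opti-MEM/10% FBS; cpd 4 pt, 1:5; 24 h, 37 deg C, 5% CO2; detection reagent 10 min RT; luminescence.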
RORgamma inh = ROR gamma (mouse) transcription inhibition; P51450; actives 5.4% (n = 310,000); Potency, µM (series often up to 53.6 µM), inactives show top-dose activity change, negative = inhibition, actives largely listed as inhibitors; Drosophila S2 Gal4-RORgamma UAS-luciferase reporter, 20 h; note: potency is the fitted concentration of half-maximal effect; % is set by controls: 0 for no effect and ±100 for the full control effect; nearly all actives have a fitted effect of over 60% in size
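Schneider cells (Drosophila), stable Gal4 DBD–ROR gamma + UAS-luc; 1 hr cmpd preincubation; Cu2+ induction 700 uM final; 20 hr ambient; luminescence.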
NPC1 prom act = activators of NPC1 promoter. Huh7 NPC1 promoter luciferase reporter, 24 h. Potency, µM (highest dose often 9.22 µM), for inactives: top-dose activation, hits mostly activators. actives 2.4% (n = 320,000);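 note: potency is the fitted concentration of half-maximal effect; % of control where 0% means no effect; nearly all actives have a fitted effect of over 60% in size; reporter is driven by a mutant NPC1 promoter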
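In 1536-well qHTS, Huh7 cells harboring an NPC1 promoter–luciferase construct received compound for 24 h; activation was quantified by luminescence following luciferase reagent addition.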
ELG1 genotoxic = induces genotoxicity in HEK293T cells with luciferase-tagged ELG1; HEK293T ELG1-luciferase reporter, luminescence, 16 h; Potency, µM (titrated, usually from 46 µM), for the others: at the highest dose activity change, positive = activation, actives largely listed as activators; actives 1.3% (n = 330,000); AID 504466; note: potency is the fitted concentration of half-maximal effect; % of control where 0% means no effect; nearly all actives have a fitted effect of over 60% in size
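16 hr compound incubation (37 °C, 5% CO2) of HEK293T cells carrying luciferase-tagged ELG1; luciferase then measured by ONE-Glo luminescence after 30 min at RT.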
ELG1 repair inh = ELG1-dependent DNA repair inhibition; HEK293T ELG1-luciferase reporter, luminescence, 16 h; DNA damage induced by 5-fluorouridine; Potency, µM (series often up to 46.1 µM), inactives show at the top dose activity change, negative = inhibition, usual class: inhibitors; actives 2.3% (n = 330,000); AID 504467; note: potency is the fitted concentration of half-maximal effect; % is set by controls: 0 for no effect and ±100 for the full control effect; nearly all actives have a fitted effect of over 55% in size
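Overnight (16 hr) co-exposure of 2,000 cells/well to 5-fluorouridine and compound at 37 °C preceded detection. Luciferase was quantified via ONE-Glo luminescence; loss of signal denotes inhibition.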
TRPV1 ag = activates the human vanilloid receptor TRPV1; TRPV1-expressing cells, Fluo-8 calcium influx, agonist mode; activation, % at 8.33 µM; actives 0.19% (n = 320,000); AID 540275; in the data active = activation above about 80%; inconclusive = between about 30% and that limit; note: 0% is about no effect
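TRPV1-expressing cells were cultured overnight at 35.5C and loaded with Fluo-8 calcium dye for 40 to 90 min at room temperature. After a 10 s baseline, compound was added and calcium influx was read kinetically for 3 min (ex 480/em 520 nm).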
Rab9 promoter act = activates the Rab9 promoter; Huh7 Rab9 promoter-luciferase reporter, luminescence, 24 h; Potency, µM (top dose mostly 9.22 µM), without a hit: top-dose activation, negative = inhibition, most hits filed as activators; actives 2.8% (n = 320,000); note: potency is the fitted concentration of half-maximal effect; % of control where 0% means no effect; nearly all actives have a fitted effect of over 60% in size
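Huh7 cells stably carrying Rab9 promoter–luciferase reporter, plated 1500 cells/well, compound added after 2 h and incubated 24 h at 37 °C; luciferase luminescence then read after 10 min with detection reagent.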
The depositor's hits bear a star; u = inconclusive; x = no result given; & = joins results of further samples; [ ] = another dose, or the depositor's remark. Unless noted, calls come from the whole dose curve; as a rule, active = well fitted curve in the direction sought with a large enough effect; inconclusive = small, poorly fitted or top-dose-only effect, or another doubt; inactive = no such curve, though single readings can be large; an effect the other way counts as inactive or inconclusive.

SMILES	Tb PFK block	Gal4-VP16 FLuc	BRCA1 expr up	FLuc counter	p53 reactivation	RORgamma inh	NPC1 prom act	ELG1 genotoxic	ELG1 repair inh	TRPV1 ag	Rab9 promoter act
Cc1ccc(S(=O)(=O)NCc2ccc(C(=O)N3CCN(Cc4ccccc4)CC3)cc2)cc1	-1%	4%	-63%	4%	-2%	26%	-5%	-13%	u	3	-11%
COc1ccc(NS(=O)(=O)c2ccc3c(c2)NC(=O)CO3)cc1	0%	1%	1%	-3%	-2%	31%	-5%	-5%	-11%	-1	-1%
COc1ccccc1/C=C/C(=O)c1ccc(NC(C)=O)cc1	1%	u	-85%[inhibitor]	15µM*	u	u	8%	-1%	u	3	0%
Cc1ccccc1Nc1cc(C)c2c(O)cccc2n1	0%	u	15%	19µM*	u	u	-1%	0%	23%	-1	-10%
O=C(c1cccs1)N1CCC2(O)CCCCC2C1c1ccc(F)cc1 (configuration not stated)	0%	0%	-16%	1%	-3%	35%	-1%	0%	-1%	2	-3%
O=C(CCc1ccccc1)NNC(=O)COc1ccccc1	-1%	-6%	0%	5%	-1%	-8%	-7%	-2%	-10%	u	-11%
c1ccc(C2[C@H]3CN(Cc4cccnc4)[C@H](c4ccccc4)C34CC2(c2ccccc2)C4)cc1 (some centres not stated)	-5%	-6%&-2%	-10%	0%	4%	-34%&-27%	-4%	1%	-2%	2	-11%
CCNC(=O)NC(=O)COC(=O)CCCSc1nc2ccccc2s1	0%	7.9µM*	-56%	19µM*	-11%	u	-7%	3%	-2%	4	-8%
CCN1CC2=C(OC(N)=C(C#N)C2c2cccs2)/C(=C\c2cccs2)C1 (configuration not stated)	-1%	8%	-2%	-1%	4%	-1%	-4%	-13%	u	-1	-2%
Cc1ccc(NC(=O)c2ccc3c(c2)OCO3)cc1Cl	2%	-2%	u	2.7µM*	19%	13%	0.56µM*	u	u	83*	0.79µM*
CCn1cc(CN2CCN(Cc3ccc(C)o3)C(CCO)C2)c2ccccc21 (configuration not stated)	0%	4%	-20%	-2%	-1%	-9%	-2%	-7%	1%	-2	1%
O=C(O)C12C[C@H]3C[C@@H](C1)CC(n1ncc(N4CCN(c5ccccc5)CC4)c(Cl)c1=O)(C3)C2	-2%	-7%	-5%	11%	8%	19%	0%	-8%	5%	-3	-1%

Reformatted bar-delimited: entries from further up.
SMILES | Tb PFK block | Gal4-VP16 FLuc | BRCA1 expr up | FLuc counter | p53 reactivation | RORgamma inh | NPC1 prom act | ELG1 genotoxic | ELG1 repair inh | TRPV1 ag | Rab9 promoter act
CCNC(=O)NC(=O)COC(=O)CCCSc1nc2ccccc2s1 | 0% | 7.9µM* | -56% | 19µM* | -11% | u | -7% | 3% | -2% | 4 | -8%
O=C(O)C12C[C@H]3C[C@@H](C1)CC(n1ncc(N4CCN(c5ccccc5)CC4)c(Cl)c1=O)(C3)C2 | -2% | -7% | -5% | 11% | 8% | 19% | 0% | -8% | 5% | -3 | -1%

Next structures.
SMILES	Tb PFK block	Gal4-VP16 FLuc	BRCA1 expr up	FLuc counter	p53 reactivation	RORgamma inh	NPC1 prom act	ELG1 genotoxic	ELG1 repair inh	TRPV1 ag	Rab9 promoter act
Cc1ccccc1NC(=O)Cn1c(O)c(N=NC(=O)c2ccccc2O)c2ccccc21	4%	u	-11%	u	-2%	23%	-3%	5%	9%	-1	0%
N#Cc1ccc(S(=O)(=O)N2CCC(C(=O)Nc3cccc(C(=O)NC4CC4)c3)CC2)cc1	0%	x	-27%	x	-1%	x	-8%	0%	-14%	0	-9%
COc1ccc(-c2cc(-c3ccccc3)no2)cc1	0%	x	u	0.38µM*	u	x	0.5µM*	u	u	22	0.4µM*
COc1cc(/C=N/Nc2nnc3c(n2)[nH]c2ccccc23)ccc1O	9%	-11%	8%	u	12%	-7%	9%	6%	27%	-5	6%
CCC(CO)Oc1cc(NC(=O)Cc2ccccc2)c2ncn(C(C)C)c2c1 (configuration not stated)	13%	x	0%	x	-5%	x	x	1%	u	x	x
CN(C)c1ccc(/C=C(/C#N)C(=O)NCc2ccccc2)o1	1%	u	10µM*	u	u	u	u	u	u	u	u
Cn1ccc(C(=O)Oc2ccc(C(=O)Nc3ccc(F)cc3F)cc2)n1	-5%	-22%	49%	-13%	13%	-12%	u	4%	u	u	u
CNC[C@H]1Oc2c(NC(=O)c3ccc(-c4nccs4)cc3)cccc2C(=O)N([C@@H](C)CO)C[C@@H]1C	2%	x	-3%	x	-2%	x	x	2%	12%	x	x
CC(=O)NC(C)c1nc2ccccc2n1C(C)C (configuration not stated)	4%	0%	8%	-1%	26%	-7%	0%	-1%	16%	5	-5%
COC(=O)c1cc(=O)n(C2CC2)c(=NC2CC2)s1	-2%[0.46 µM]	5%	1%	0%	1%	2%	-5%	0%	-3%	-5	-5%
Cc1nnc(-c2cnn(C)c2N)n1Cc1ccccc1	0%	13%	0%	-1%	5%	-1%	1%	0%	4%	1	0%
Cc1c(Br)c([N+](=O)[O-])nn1CC(=O)Nc1sc2c(c1C(=O)OC(C)C)CCCC2	-3%	-3%	-21%	0%	u	24%	-1%	-1%	6%	3	-5%

Grouped by structure: the compounds so far containing an aryl methoxy group.
SMILES	Tb PFK block	Gal4-VP16 FLuc	BRCA1 expr up	FLuc counter	p53 reactivation	RORgamma inh	NPC1 prom act	ELG1 genotoxic	ELG1 repair inh	TRPV1 ag	Rab9 promoter act
COc1ccc(NS(=O)(=O)c2ccc3c(c2)NC(=O)CO3)cc1	0%	1%	1%	-3%	-2%	31%	-5%	-5%	-11%	-1	-1%
COc1ccccc1/C=C/C(=O)c1ccc(NC(C)=O)cc1	1%	u	-85%[inhibitor]	15µM*	u	u	8%	-1%	u	3	0%
COc1ccc(-c2cc(-c3ccccc3)no2)cc1	0%	x	u	0.38µM*	u	x	0.5µM*	u	u	22	0.4µM*
COc1cc(/C=N/Nc2nnc3c(n2)[nH]c2ccccc23)ccc1O	9%	-11%	8%	u	12%	-7%	9%	6%	27%	-5	6%

(continued)
SMILES	Tb PFK block	Gal4-VP16 FLuc	BRCA1 expr up	FLuc counter	p53 reactivation	RORgamma inh	NPC1 prom act	ELG1 genotoxic	ELG1 repair inh	TRPV1 ag	Rab9 promoter act
CC(C)(C)NC(=O)CN(C(=O)CCN1CCCc2ccccc21)C(C)(C)C	-3%	0%	-2%	2%	-2%	-9%	-2%	0%	-6%	18	-6%
CCOC(=O)N1CCN(C(=O)c2c(-c3ccccc3Cl)noc2C)CC1	0%	1%	-6%	2%	4%	17%	-1%	1%	8%	2	-2%
COc1ccc(-n2c(C)c([N+](=O)[O-])c3ccc(O)c(CN4CCCCC4)c32)cc1	2%	1%	-12%	0%	-1%	-11%	2%	-17%	10µM*	-12	-5%
CCOC(=O)c1nnn(-c2nonc2N)c1-c1ccc(Cl)cc1	-5%	3%	-28%	8%	4%	0%	-17%	-9%	6%	5	1%
CC(Sc1nnc2ccccn12)C(=O)NCc1ccc2c(c1)OCO2 (configuration not stated)	-4%	4%	-7%	-2%	-3%	6%	1%	-1%	5%	0	-3%
CC(=O)Nc1ccc(S(=O)(=O)Nc2nc3ccccc3nc2Nc2cccc(S(N)(=O)=O)c2)cc1	3%	-1%	0%	u	-2%	-15%	-1%	-1%	-3%	1	-3%
CCN(CC)S(=O)(=O)c1ccc(OC)c(NC(=O)c2ccc(-n3cncn3)c([N+](=O)[O-])c2)c1	1%	x	-2%	4%	7%	x	-2%	-2%	u	3	-7%
CCOc1ccc(Cc2nnc(SCC(=O)c3ccc(OC)cc3)o2)cc1	-6%	1%	-31%	2%	3%	-3%[10 µM]	1%	-10%	u	11	-5%
O=C(O)COc1ccccc1/C=N/NC(=O)COc1ccc(-c2ccccc2)cc1	1%	-4%	-8%	4.8µM*	-1%	-30%	-3%	-3%	4%	-2	-5%
CC(OC(=O)CC1CCCC1)C(=O)Nc1ccc(Cl)cn1 (configuration not stated)	0%	x	-5%	2%	5%	x	-2%	-1%	14%	27	-7%
O=C(NC(=S)NNC(=O)c1ccccc1O)c1cccnc1	0%	-1%	-40%	u	2%	-37%	1%	3%	5%	-1	11%
CCS(=O)(=O)N1CCC(NC(C)=O)(c2ccccc2)CC1	-2%	-6%	3%	-2%	0%	-2%	-1%	0%	1%	-5	-1%
CC(C)NS(=O)(=O)c1ccc(OCC(=O)NCCC2=CCCCC2)cc1	1%	14%	-3%	1%	1%	19%	1%	-2%	-7%	0	-5%
CC(=O)c1cccc(NC(=O)N2C3CCC2CC(NC(=O)Nc2ccccc2)C3)c1 (configuration not stated)	-3%	-11%	-18%	-4%	-4%	22%	-6%	3%	0%	2	-9%
